Screening results: PubChem BioAssay, several laboratories
Mac1 fbg inh: CD11b/CD18-fibrinogen binding inhibition; hit rate 0.54% among 93,000; P05107+P11215; inhibition, % at 10 µM; K562 CD11b/CD18 adhesion to fibrinogen, ATPlite luminescence; Mn2+ added to activate the integrin;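 active = primary inhibition of 50% or more at 10 µM, then 40% or more on retest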; also: some results filed as inactive read as strong as hits
CYP2C19 inh: human CYP2C19 inhibition | CYP2C19 Supersomes, luciferin-H EGE luminescence, 30 min | inhibition, % at 5 µM | hit rate 21% among 96,000;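 active = CYP2C19 inhibition above a set limit at 5 µM in the primary screen, cut at about 50% in these data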;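 also: plate controls were negative control wells for no effect and 2.5 mM tranylcypromine positive control for full effect; values of inactives mirror those of a sister screen read the other way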
H69AR inhibit: blocks growth of human H69AR lung tumor cells | viability, % at 10 µM | H69AR lung tumor viability, ATP luminescence, 72 h; active compounds read low | hit rate 6% among 85,000;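 active = viability at or below 40%; inactive = viability above 40%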;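 also: multidrug resistant small cell line overexpressing MRP-1 efflux transporter; 100% = mean luminescence of untreated control wells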
ERa SRC1 pot: ER-alpha (human) coactivator binding potentiation | TR-FRET ERalpha-LBD/SRC-Cy5 coactivator binding, 2 h; 100 = basal binding, no effect | hit rate 1.3% among 86,000 | coactivator binding (% of control), % at 25.6 µM | AID 639 | P03372; in the data active = activity above about 200%;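 also: binding measured in presence of low estradiol as agonist stimulus; 0% = peptide alone without receptor and 100% = receptor with peptide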
Target sequence (P03372 whole entry, looked up, the tested form may be a part): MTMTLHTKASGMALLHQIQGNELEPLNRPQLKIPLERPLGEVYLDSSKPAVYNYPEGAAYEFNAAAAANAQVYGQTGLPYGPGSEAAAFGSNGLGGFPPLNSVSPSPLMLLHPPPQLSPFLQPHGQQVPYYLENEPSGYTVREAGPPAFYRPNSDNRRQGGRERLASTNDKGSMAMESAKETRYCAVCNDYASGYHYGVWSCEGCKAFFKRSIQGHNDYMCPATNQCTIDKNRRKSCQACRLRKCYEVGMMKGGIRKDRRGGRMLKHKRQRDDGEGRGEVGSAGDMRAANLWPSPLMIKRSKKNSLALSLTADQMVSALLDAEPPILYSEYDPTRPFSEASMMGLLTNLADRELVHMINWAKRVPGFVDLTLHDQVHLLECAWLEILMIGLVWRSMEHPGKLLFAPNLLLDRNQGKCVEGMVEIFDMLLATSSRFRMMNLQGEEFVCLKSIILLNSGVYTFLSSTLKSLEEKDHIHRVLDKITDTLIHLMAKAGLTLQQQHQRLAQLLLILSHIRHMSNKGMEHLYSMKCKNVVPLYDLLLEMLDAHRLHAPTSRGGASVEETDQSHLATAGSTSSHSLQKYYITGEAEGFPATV
Lung fibro prol: blocks proliferation of human lung fibroblasts. hit rate 1.1% among 85,000. AID 719. viability, % at 10 µM. LL 47 human lung fibroblast viability, ATP luminescence; active compounds read low;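 active = viability at or below 50% in the single dose screen; inactive = viability above 50%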;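 also: compound exposure lasted 72 h before the ATP readout; 100% = median luminescence of untreated cell-only wells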
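Times – overnight cell rest, 72 h compound treatment at 37 °C · Test system – human lung fibroblast line LL 47, low passage · Amount – 1,150 cells in each well · Controls – cell-only wells, no compound · Doses – 0.1% DMSO in all compound wells · Measured by – CellTiter-Glo luminescence · Buffer or medium – IMEM plus 15% FBS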
ERa coact inh: ER-alpha (human) coactivator binding inhibition; P03372; TR-FRET ER-alpha LBD / SRC-1 peptide, estradiol-bound; inhibition, % at 25.6 µM; hit rate 1.7% among 86,000; AID 629; in the data active = inhibition above about 50%;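 also: 0% = receptor plus peptide control and 100% = peptide only without receptor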
CYP2C19 activ: increases human CYP2C19 enzyme activity. recombinant CYP2C19, luciferin-H EGE luminescence; active compounds read high; 0 = fully inhibited enzyme, 1 = untreated enzyme. activation factor at 5 µM. 96,000 tested, under 10 active;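 active = activation factor of at least 2 at 5 µM in the primary screen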;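 also: 0 = wells with 2.5 mM tranylcypromine and 1 = vehicle-only wells; values of inactives mirror those of a sister screen read the other way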
Mac1 fbg enh: enhancers of human CD11b/CD18 binding to fibrinogen. hit rate 0.07% among 93,000. K562 CD11b/CD18 adhesion to fibrinogen, ATPlite luminescence. activation, % at 10 µM. AID 1499. P05107+P11215;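 active = 10 µM primary screen giving 50% or more activity, confirmed by 40% or more on retest at that dose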; also: strong numbers were not always called active
HUVEC inhibit: inhibitors of human endothelial cell proliferation; HUVEC proliferation, CellTiter-Glo luminescence, 72 h; active compounds read low; viability, % at 10 µM (by protocol); hit rate 1.1% among 86,000;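 active = viability at or below 30%; inactive = viability above 30%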;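 also: 100% = median luminescence of DMSO-only cell control wells on each plate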
The depositor's hits bear a star; . = not tested or not shown; [ ] = remark or other dose. Random draw from the library (roughly 26% active in at least one column).

mol	H69AR inhibit	CYP2C19 inh	Mac1 fbg inh	ERa coact inh	CYP2C19 activ	Lung fibro prol	Mac1 fbg enh	HUVEC inhibit	ERa SRC1 pot
COc1ccccc1CN(CC(=O)NCc1ccco1)C(=O)CNS(=O)(=O)c1ccccc1	.	16	-2	2	0.8	108	5	97	97
CC1=NN(c2ccccc2)C(=O)C1N=Nc1ccc(N)cc1 (stereo not drawn)	.	-8	10	.	1.1	.	24	.	.
CCOC(=O)c1c(C)nc2c(c1C)/C(=N/O)CC(C)(C)C2	92	64*	3	4	0.4	99	-5	101	118
O=C(NCc1ccccc1)c1ccc(F)c(S(=O)(=O)N2CCOCC2)c1	102	4	-2	-8	1	96	-1	101	104
CCC(=O)N1CCN(c2ccc(Cl)cc2NC(=O)c2ccc(N3CCCC3)c([N+](=O)[O-])c2)CC1	.	42	13	.	0.6	.	-2	.	.
O=C(NCCc1ccccc1)C1CCCN1C(=O)NCc1ccccc1 (stereo not drawn)	98	23	-5	-8	0.8	102	-1	97	144
COC(=O)CCN(C(=O)C12CC3CC(CC(C3)C1)C2)c1ccccn1	91	14	-7	3	0.9	102	-1	89	99
COc1ccc(OC)c(N(CC(=O)NC2CC2)S(=O)(=O)c2ccc(C)cc2)c1	91	84*	-4	-15	0.2	96	1	98	103
CNC(=O)c1ccc(N(Cc2ccccc2)S(C)(=O)=O)cc1	66	52*	-2	6	0.5	95	1	80	111
CC(C)N(Cc1nnc(-c2ccccc2Cl)o1)C(=O)c1cccc(C#N)c1	74	38	-4	1	0.6	98	2	93	109
CN(C(=O)c1cc2n(n1)C(C(F)(F)F)CC(c1ccco1)N2)c1ccc(OC(F)(F)F)cc1 (stereo not drawn)	85	-8	3	-8	1.1	61	-2	88	103
O=C(OC(C(=O)NCC1CCCO1)c1ccc(F)cc1)c1ccco1 (stereo not drawn)	105	6	-6	-1[fluorescence artefact?]	0.9	106	2	98	113[fluorescence artefact?]
CC1CCN(C(=O)COC(=O)c2ccc(Br)o2)CC1	96	60*	5	1	0.4	94	1	98	92
CCNC(=S)N/N=C/c1ccc(OCC(=O)Nc2ccc(C)cc2)cc1	.	2	-5	.	1	.	-3	.	.
O=C(CNS(=O)(=O)c1ccc(C(=O)N2CCOCC2)cc1)N1CCOCC1	94	-4	6	-2	1	96	-3	87	112
C=CCOC(=O)C1=C(C)OC(N)=C(C#N)C1c1ccc(F)cc1 (stereo not drawn)	99	75*	-8	2[fluorescence artefact?]	0.2	102	-3	95	112
O=C(CCc1nc(-c2ccccc2)c(-c2ccccc2)o1)OCc1ccc(Cl)cc1	87	4	.	-2	1	98	.	93	99
CC(C)Sc1nc(N2CCOCC2)c2c(c1C#N)CC(C)(C)N(C)C2	84	64*	-2	-4	0.4	93	-4	97	95
COc1ccc(CNS(=O)(=O)c2cc(OCC(N)=O)c(C)cc2Cl)cc1	86	8	3	1	0.9	92	-1	93	113
COc1ccc(CC(=O)c2c(O)cc(O)cc2O)cc1OC	88	77*	-8	2	0.2	94	2	90	94
CCC(C)NC(=O)Cc1cn(C)c2ccccc12 (stereo not drawn)	94	60*	1	-8	0.4	101	-4	92	103
Cc1oc(-c2ccc(Cl)cc2)nc1CS(=O)CC(=O)NCCN1CCCC1 (stereo not drawn)	102	32	-15	-4	0.7	110	-2	89	103
O=C1OC(c2ccccc2)/C(=C(/O)c2ccc(Cl)cc2)C1=O (stereo not drawn)	92	10	5	-4[fluorescence artefact?]	0.9	105	-2	99	106
COc1ccc(Oc2nc(C)cc(C)c2C#N)cc1	92	30	5	5	0.7	101	0	95	115
CCN(CC)CC(=O)NN=C(c1ccccc1)c1ccccc1	.	-6	13	.	1.1	.	-6	.	.
CC(CN1CCNCC1)(NS(=O)(=O)c1ccccc1)c1ccccc1 (stereo not drawn)	85	32	0	2	0.7	92	-2	100	91
Cc1ccc(/C=N/Nc2ncc(Cl)cc2Cl)s1	50	23	97	-7	0.8	47*	-9	62	104
CCOC(=O)c1ccc(COC(=O)c2ccc3c(c2)-c2ccccc2C3=O)cc1	.	18	-5	.	0.8	.	12	.	.
COc1ccc(C2=NO[C@@H]3C(=O)N(C4CCCCC4)C(=O)[C@H]23)cc1OC	95	2	0	-3	1	93	-4	102	105
COc1cccc(-c2nc(Cc3ccc(OC)c(OC)c3)no2)c1	92	58*	-2	2	0.4	93	-5	121	121
CCNc1nc(NCC)nc(N/N=C/c2ccc([N+](=O)[O-])o2)n1	.	-13	-3	.	1.1	.	-2	.	.
Cc1nc2c(c(=O)n1CCC(C)C)c1nc3ccccc3nc1n2Cc1ccc2c(c1)OCO2	68	22	-12	5	0.8	98	2	88	105
COc1ccccc1N1CCN(C(=O)C(C)N(c2ccc(C)cc2)S(C)(=O)=O)CC1 (stereo not drawn)	85	12	-16	-6	0.9	101	-3	100	115[fluorescence artefact?]
CCOc1c(Br)cc(/C=C2/SC(=O)N(CC(=O)N3CCCC3)C2=O)cc1OC	.	-6	2	.	1.1	.	-2	.	.
C/C=C/Cn1c(SCCCc2ccccc2)nc2c1c(=O)[nH]c(=O)n2C	70	58*	4	2	0.4	90	-2	77	85
Cc1nc2ccccc2c2oc(C(=O)N3CCc4ccccc43)cc12	71	.	.	40[fluorescence artefact?]	.	108	.	92	112[fluorescence artefact?]
COc1ccc(NC(=O)N2CCN(c3nc(-c4cccc(OC)c4)cs3)CC2)cc1	80	.	.	-16	.	90	.	49	111
CC(NC(=O)Nc1ccc(Cl)cc1)C(c1cccs1)N1CCOCC1 (stereo not drawn)	91	68*	-8	0[fluorescence artefact?]	0.3	95	1	87	94
COc1ccc(C(=O)O)cc1NS(=O)(=O)c1cccc2nsnc12	.	-10	14	.	1.1	.	-3	.	.
CC1(C)N(O)CC(c2cccs2)=[N+]1[O-]	103	-4	-28	0	1	113	5	95	98
CN(Cc1ccccc1)c1oc(-c2ccco2)nc1C#N	90	59*	-3	-1	0.4	88	0	112	94[fluorescence artefact?]
c1ccc(-n2ncc3c(NCc4ccco4)ncnc32)cc1	28*	50*	21	-3	0.5	92	0	73	93[fluorescence artefact?]
Cc1ccc(-c2cc(C)nc3ncnn23)cc1	95	19	-25	3	0.8	100	2	104	107
COc1ccccc1-n1c(C)nc(=O)c(-c2ccccc2)c1C	96	78*	1	5	0.2	92	1	97	125[fluorescence artefact?]
CC(C)c1ccccc1NC(=S)NN(Cc1ccccc1)c1ccccc1	74	62*	.	2	0.4	87	.	95	95
O=C(O)c1ccc(-n2c(-c3cc(-c4ccco4)[nH]n3)n[nH]c2=S)cc1	75	21	.	10	0.8	96	.	91	79
CCOC(=O)c1c(NC(C)=O)sc2c1CCC(C=NCCCN(CC)CC)=C2Sc1ccccc1	0.7*	.	.	-2[fluorescence artefact?]	.	69	.	3.2*	94[fluorescence artefact?]
O=C(Nc1ccccc1)O/N=C/c1ccccc1Cl	99	40	-30	18	0.6	103	3	97	101
Cn1c(=O)c2c(nc(NCc3cccnc3)n2Cc2ccc(Cl)cc2)n(C)c1=O	97	54*	-16	5	0.5	78	-2	66	105
COCCCNC(=O)CCc1nc(-c2ccccc2Cl)no1	100	-3	.	0	1	101	.	92	113
O=C(N/N=C/C1CCCCC1)c1ccccn1	101	6	12	9	0.9	102	2	104	92
O=C(CCn1c(=S)[nH]c2cc3c(cc2c1=O)OCO3)NCCN1CCCC1	93	.	.	12	.	105	.	90	101
COc1cccc(C(=O)Nc2cc(C)ccc2NC(=O)COc2ccccc2)c1	.	-11	-11	.	1.1	.	-2	.	.
COC(=O)c1ccccc1NC(=O)CSc1nnc(C(CO)NC(=O)c2ccccc2)n1C (stereo not drawn)	95	0	-11	0	1	103	-1	92	109
CC(=O)N1CCCc2cc(S(=O)(=O)NCc3ccc(C)cc3)ccc21	.	82*	5	.	0.2	.	3	.	.
COc1ccc(CNc2nc(-c3cccnc3)nn2C(=O)c2ccco2)cc1	98	41	17	14	0.6	91	-4	97	170[fluorescence artefact?]
CCC(C)C(=O)Nc1nc2c(s1)C(=O)CC(C)(C)C2 (stereo not drawn)	96	-2	-10	13	1	98	-1	107	89
O=C(CCNc1cccc(C(F)(F)F)c1)c1ccco1	57	32	-2	-4	0.7	85	-8	83	103
COc1ccc(-c2cc(C(=O)Nc3cc(C)nn3-c3ccccc3)no2)cc1	64	20	-1	35	0.8	88	-4	81	49[fluorescence artefact?]
CCOc1cc(C(=O)Nc2nnc(C)s2)cc(OCC)c1OCC	.	11	0	.	0.9	.	-2	.	.

Additional compounds follow:
mol	H69AR inhibit	CYP2C19 inh	Mac1 fbg inh	ERa coact inh	CYP2C19 activ	Lung fibro prol	Mac1 fbg enh	HUVEC inhibit	ERa SRC1 pot
COc1ccc(OC(C)C(=O)N2CC(C)OC(C)C2)cc1 (stereo not drawn)	100	25	4	-16	0.8	104	0	100	99
COc1ccccc1NC(=O)CSc1nnc(-c2ccc(NC(C)=O)cc2)n1C	.	-5	6	.	1	.	-3	.	.
COc1ccccc1-c1nc(C#N)c(N2CCN(Cc3ccccc3)CC2)o1	68	40	4	-7	0.6	100	3	90	92
Cc1cc(NC(=O)CSc2nc3ccccc3n2CC(=O)N2CCCCC2)no1	40	34	-8	-11	0.7	99	0	101	106

Pulled one by one from above, 2 records:
mol	H69AR inhibit	CYP2C19 inh	Mac1 fbg inh	ERa coact inh	CYP2C19 activ	Lung fibro prol	Mac1 fbg enh	HUVEC inhibit	ERa SRC1 pot
Cc1cc(NC(=O)CSc2nc3ccccc3n2CC(=O)N2CCCCC2)no1	40	34	-8	-11	0.7	99	0	101	106
COc1ccccc1NC(=O)CSc1nnc(-c2ccc(NC(C)=O)cc2)n1C	.	-5	6	.	1	.	-3	.	.
